Screening data: PubChem, several laboratories
SKN-1 block – blocks SKN-1 activity in C. elegans; C. elegans VP596 Pgst-4::GFP/RFP ratio, acrylamide-induced, 24 h; inhibition, % at 21.8 µM; actives 0.49% (n = 360,000); AID 624304;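 active = interference check ratio from 0.5 to 1.5 plus GFP to RFP signal ratio inhibition reaching or exceeding a fixed threshold, cut at about 30% in these data, passing the limit was not always enough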; note: some compounds called inactive have numbers as strong as hits
Scp1 inh – inhibitors of human Scp-1 phosphatase; Q9GZU7; Recombinant Scp1, phosphopeptide, malachite green phosphate absorbance; inhibition, % at 20 µM; actives 0.88% (n = 340,000); AID 493091;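 active = inhibition above about 50% at 20 µM, limit read from the data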;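 note: plate controls were DMSO wells with enzyme for no effect and wells lacking enzyme for full effect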
Target sequence (Q9GZU7 76-261 limits assumed): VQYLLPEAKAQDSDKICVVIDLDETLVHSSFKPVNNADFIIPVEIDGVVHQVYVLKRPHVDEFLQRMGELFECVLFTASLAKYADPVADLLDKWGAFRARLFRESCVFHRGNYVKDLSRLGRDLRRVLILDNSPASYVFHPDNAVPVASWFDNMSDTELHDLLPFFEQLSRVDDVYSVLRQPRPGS
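Material – SCP-1 phosphatase catalytic domain, residues 76-261 · Buffer or medium – Acidic Tris acetate buffer with magnesium and detergent · Also added – Phospho 17-mer peptide substrate · Compound – single 20 µM dose, 1% DMSO · Times – 45 min room-temperature reaction, 5 min colour, 30 min stabiliser · Technique – Phosphate-binding colour reagent, absorbance read at 630 nm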
SUMO1-SIM PPI – alters human SUMO1 binding to SIM partners. P63165. SUMO1 binding to a labelled peptide, TR-FRET, 1 h. inhibition, % at 20 µM. actives 0.33% (n = 360,000). AID 602429; in the data active = inhibition above about 37%
Target sequence (P63165 whole entry, looked up): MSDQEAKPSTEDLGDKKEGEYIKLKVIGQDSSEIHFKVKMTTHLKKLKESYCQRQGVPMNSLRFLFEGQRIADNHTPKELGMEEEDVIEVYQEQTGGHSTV
LMPTP inh – blocks human LMPTP phosphatase. P24666. recombinant LMPTP-A, OMFP fluorogenic substrate, fluorescence intensity. inhibition, % at 20 µM. actives 0.22% (n = 360,000). AID 651560;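 active = compounds that cut the enzyme signal by at least half of the control window in the single-dose screen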;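 note: plate controls were DMSO wells with enzyme plus substrate for no effect and substrate without enzyme for full effect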
Target sequence (P24666 whole entry, looked up): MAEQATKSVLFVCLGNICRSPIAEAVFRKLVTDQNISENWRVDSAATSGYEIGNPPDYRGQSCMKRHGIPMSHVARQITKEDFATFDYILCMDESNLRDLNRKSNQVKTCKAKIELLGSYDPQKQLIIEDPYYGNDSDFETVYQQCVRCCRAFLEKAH
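Material: LMPTP-A; amount: 0.625 nM enzyme; doses: single 20 µM dose; times: reaction 50 min, room temperature, dark; technique: fluorescence intensity of OMFP turnover product; benchmarks: no-enzyme and uninhibited controls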
NadD inh – NadD (S. aureus) enzyme inhibition. purified NadD enzyme, colorimetric absorbance read-out. inhibition, % at 20 µM. actives 0.78% (n = 360,000). AID 602399; in the data active = inhibition above about 26%; note: some compounds past the cut are filed as inactive
DNMT1 block – blocks human DNA methyltransferase DNMT1; DNMT1 molecular beacon, Hinp1I cleavage, fluorescence; inhibition (reported as % activation of signal), % at 10 µM; actives 0.83% (n = 360,000); P26358; in the data active = inhibition above about 50%
Tb MetRS inh – blocks T. brucei methionyl-tRNA synthetase activity. purified T. brucei MetRS, ATP depletion, Kinase-Glo luminescence. inhibition, % at 11.9 µM. actives 0.4% (n = 360,000);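 active = inhibition above a per-plate cutoff of the control wells' mean inhibition plus 3 SD, cut at about 5.5% in these data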;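 note: 0% = DMSO wells median and 100% = median of wells with control inhibitor compound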
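System: purified T. brucei MetRS enzyme / Detection: Kinase-Glo luciferase luminescence reporting remaining unconsumed ATP / Medium: HEPES buffer with MgCl2, KCl, DTT, spermine, BSA, pyrophosphatase / Replication: singlicate, one well per compound / Evaluation: percent inhibition relative to median high and low control wells / Schedule: 2 h aminoacylation at 25 °C after 15 min preincubation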
CendR NRP1 mod – alters CendR peptide binding to human NRP-1; inhibition, % at 25 µM; O14786; AID 602438; FAM-RPARPAR peptide binding to NRP-1, fluorescence polarization; actives 0.85% (n = 360,000);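 active = inhibition or corrected inhibition above about 18%, plus a signal ratio from 0.5 to 1.5, limit read from the data, passing the limit was not always enough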; note: strong numbers were not always called active
Neddyl block – blocks human cullin neddylation; actives 0.58% (n = 360,000); P61081+Q13564; TR-FRET cullin neddylation, biochemical; calls only at 25 µM; in the data active = inhibition above about 36%
STEP inh – STEP (human) phosphatase inhibition | recombinant STEP, OMFP fluorogenic substrate, fluorescence | inhibition, % at 20 µM | actives 0.25% (n = 360,000) | AID 588621;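 active = inhibition at 20 µM, scaled per plate between control wells, above about 37%, limit read from the data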;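 note: 0% = DMSO with enzyme and substrate and 100% = substrate only without enzyme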
Target sequence (P54829 whole entry, looked up): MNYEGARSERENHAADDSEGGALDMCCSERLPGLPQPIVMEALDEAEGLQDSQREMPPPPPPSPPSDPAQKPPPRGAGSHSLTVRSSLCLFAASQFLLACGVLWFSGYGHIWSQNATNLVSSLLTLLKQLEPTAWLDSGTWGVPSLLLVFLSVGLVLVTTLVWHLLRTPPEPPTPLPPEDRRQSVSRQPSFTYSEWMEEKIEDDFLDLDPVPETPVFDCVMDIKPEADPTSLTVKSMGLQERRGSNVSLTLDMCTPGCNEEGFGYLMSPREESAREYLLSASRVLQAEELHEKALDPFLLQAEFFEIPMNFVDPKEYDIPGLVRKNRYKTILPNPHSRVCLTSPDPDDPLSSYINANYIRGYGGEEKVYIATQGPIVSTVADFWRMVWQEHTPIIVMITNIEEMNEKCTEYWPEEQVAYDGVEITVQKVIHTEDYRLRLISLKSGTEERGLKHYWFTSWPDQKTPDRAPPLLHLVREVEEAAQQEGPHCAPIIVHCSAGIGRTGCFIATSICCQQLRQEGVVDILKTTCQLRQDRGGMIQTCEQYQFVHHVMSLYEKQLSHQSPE
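Also added – OMFP at 25 µM · Test system – STEP tyrosine phosphatase · Technique – FITC-channel fluorescence of OMFP product · Schedule – 20 min at room temperature, dark · Evaluation – control-normalized % inhibition with plate pattern correction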
Numbers without * were called inactive; i = inactive; / = no result given.

SMILES | SKN-1 block | Scp1 inh | SUMO1-SIM PPI | LMPTP inh | NadD inh | DNMT1 block | Tb MetRS inh | CendR NRP1 mod | Neddyl block | STEP inh
CC(C)Oc1ccc(OCCSc2nc3ccccc3n2CC(=O)O)cc1 | -19 | 49 | -3 | -1.1 | 11 | -2 | -1.1 | -7 | i | -1
Cc1cccc(NC(=S)NC(=O)CC2CC(C)(C)OC2=O)c1 (stereo not drawn) | -10 | -6 | -1 | -0.6 | -2 | 3 | -0.1 | -4 | i | -1
CCN(CC)CCN(C(=O)c1ccc(S(=O)(=O)N(C)C2CCCCC2)cc1)c1nc2ccc(OC)cc2s1 | 23 | 5 | -1 | -4.3 | 1 | 1 | -0.4 | 7 | i | 1
O=C(Nc1ccc(Cc2ccncc2)cc1)C1CCC(N2C(=O)C3CC=CCC3C2=O)CC1 (stereo not drawn) | 16 | -8 | -2 | -1.3 | -2 | 0 | -0.2 | 3 | i | 2
COc1ccc(-c2csc(NC(=O)Cn3nc(C)cc3C)n2)cc1 | 13 | -6 | 0 | 0.8 | 3 | -2 | -0.2 | 2 | i | 0
CN(C(=O)CSc1nc2cc([N+](=O)[O-])ccc2n1-c1ccc(F)cc1)C1CCS(=O)(=O)C1 (stereo not drawn) | 2 | 0 | -11 | 1.4 | 8 | -11 | -1.2 | -22 | i | 10
COc1ccc2c(c1)CCc1c(C(=O)Nc3ccn(Cc4ccc(C)cc4)n3)noc1-2 | 15 | 0 | -1 | 1.9 | -4 | 31 | -0.3 | -2 | i | 19
CCOC(=O)N1CCN(C(=O)CCSCCc2ccncc2)CC1 | 21 | 2 | 1 | -1.3 | 1 | 3 | -1.0 | -1 | i | -4
O=C(NCC(c1ccco1)N1CCN(c2ccccc2F)CC1)C(=O)NC1CC1 (stereo not drawn) | 9 | -1 | 10 | -0.4 | -1 | 0 | -0.3 | -6 | i | -2
COc1ccccc1/C=C1\SC(=S)N(CCC(=O)N2CCN(C)CC2)C1=O | 10 | 4 | -33 | -1.2 | -6 | -3 | -0.8 | 7 | i | 2
N#C/C(=C/c1ccc(N2CCOCC2)o1)c1ccc(Cl)cc1 | 30 | 0 | -51 | 3.7 | 6 | -6 | -0.6 | 132 | i | -6
COc1ccc(CC(=O)Nc2ccc(C(C)=O)cc2)cc1 | -6 | -5 | -3 | 0.9 | -8 | -10 | -0.7 | -2 | i | -3

Brought forward from above: 2 entries, followed by the next part.
SMILES | SKN-1 block | Scp1 inh | SUMO1-SIM PPI | LMPTP inh | NadD inh | DNMT1 block | Tb MetRS inh | CendR NRP1 mod | Neddyl block | STEP inh
N#C/C(=C/c1ccc(N2CCOCC2)o1)c1ccc(Cl)cc1 | 30 | 0 | -51 | 3.7 | 6 | -6 | -0.6 | 132 | i | -6
COc1ccc(CC(=O)Nc2ccc(C(C)=O)cc2)cc1 | -6 | -5 | -3 | 0.9 | -8 | -10 | -0.7 | -2 | i | -3
Cc1sc2ccc3sccc3c2[n+]1C | 3 | 17 | -5 | -1.8 | 3 | -2 | -0.3 | 4 | i | 0
CCN(CC)S(=O)(=O)c1ccc(NC(=O)COc2c(OC)cccc2OC)cc1 | 13 | -11 | 6 | 0.7 | -7 | -2 | 0.0 | 0 | i | 4
COc1ccc(CN2CCN(C(C)C(=O)N(C)Cc3cccc(F)c3)CC2)cc1OC (stereo not drawn) | 1 | -10 | -3 | -1.1 | -5 | 2 | -1.0 | -10 | i | -2
O=C(O)CCN1C(=O)/C(=C\c2cccc(OCC(=O)Nc3ccc(Cl)cc3)c2)SC1=S | -4 | 19 | -1 | 12 | 11 | -2 | 1.8 | -86 | i | 5
CCOc1ccc(NC(=S)NCCCn2ccnc2)cc1 | -5 | -11 | -2 | -4.5 | -5 | 0 | -0.3 | 3 | i | 1
Nc1ncc(-n2cncn2)c(-c2ccccc2)n1 | -7 | -4 | 3 | 0.2 | -2 | -3 | 0.6 | -6 | i | 1
O=C(NCc1ccccc1Cl)c1cnc2ccccc2n1 | 8 | -10 | -28 | 0.3 | 3 | -2 | 0.4 | 3 | i | 0
CC(O)CN(CC(C)O)c1ccc2c(c1)Cc1cc([N+](=O)[O-])ccc1-2 (stereo not drawn) | 7 | -2 | -59 | 6.0 | 0 | -13 | 3.2 | -190 | i | -4
NS(=O)(=O)c1ccc(-n2cccc2C=O)cc1 | -2 | -4 | 0 | -1.0 | -9 | 1 | -0.1 | -8 | i | -3
CC(C)OC(=O)c1nnn(-c2nonc2N)c1CN1CCc2ccccc2C1 | 13 | -8 | -4 | -2.1 | -4 | -10 | 0.4 | -3 | i | 2
CCOC(=O)C1=CCN(S(=O)(=O)c2ccc(C)cc2)C1c1ccc(C)cc1 (stereo not drawn) | 3 | / | 0 | 1.7 | -9 | -4 | -0.4 | -4 | i | 3
COc1cc2cnc(-c3ccccc3)c(C(=O)c3ccc(F)cc3)c2cc1OC | 2 | 19 | 19 | 1.8 | 2 | 5 | -0.3 | -4 | i | 0
Cc1cc2c(cc1S(=O)(=O)NCc1ccc(Cl)cc1)OCC(=O)N2 | -19 | -20 | 1 | -0.9 | -6 | -2 | 3.8 | -12 | i | -3
COC(=O)C1CCN(S(=O)(=O)CCNC(=O)c2cccc(OC)c2)CC1 | -2 | -3 | -4 | 0.7 | -2 | 4 | -0.7 | 1 | i | 0
CCOc1ccc(NC(=O)CSc2nnc(Cn3cnc([N+](=O)[O-])n3)n2CC)cc1 | -12 | -9 | -13 | -1.7 | 0 | 1 | -0.6 | -3 | i | -1
CN(Cc1ccccn1)C(=O)CC1C(=O)NCCN1Cc1cccc(Oc2ccccc2)c1 (stereo not drawn) | -2 | -1 | -3 | 0.1 | 2 | -6 | -1.0 | -21 | i | -2
O=C(O)/C=C\c1ccccc1Oc1cccc(Cl)c1 | 1 | -5 | 0 | 0.7 | -3 | -3 | -1.0 | -9 | i | 7
CCCn1nc(NC(=O)c2ccco2)c2cc3ccc(C)cc3nc21 | -12 | 7 | -8 | 0.7 | -3 | -2 | -0.4 | -34 | / | 2
Cc1nn(C(C)C(=O)NC2C(=O)N3C(C(=O)O)=C(CSc4nnnn4C)CSC23)cc1Cl (stereo not drawn) | 1 | 31 | 7 | -0.4 | 4 | 10 | -0.5 | -5 | i | 4
COc1ccccc1NC(=O)CSc1nnc(Cc2cccn2C)n1CCc1ccccc1 | 20 | 6 | 0 | -0.2 | 12 | -8 | -0.5 | -2 | i | 5
Cc1cccn2c(=O)c(C(=O)NCCCN3CCCCC3C)c(O)nc12 (stereo not drawn) | 10 | -8 | -13 | -5.0 | -3 | -1 | -0.1 | 6 | i | -1
COc1cccc(NC(=O)CSCC(=O)Nc2ccccc2)c1 | 6 | -5 | 0 | 1.4 | -3 | -2 | 6.1* | 4 | i | -3
Cc1ccc(NC(=O)/C(=C/c2cccc([N+](=O)[O-])c2)NC(=O)C2CCCCC2)c(C)c1 | 14 | -3 | -2 | 0.9 | -2 | 20 | 0.5 | 3 | i | -3
C[C@H]1C=CC(=O)O[C@H]1c1ccccc1 | -4 | -10 | 1 | 0.0 | -2 | 4 | 0.0 | 8 | i | -2

Part of the list above in order of length of the SMILES, descending:
SMILES | SKN-1 block | Scp1 inh | SUMO1-SIM PPI | LMPTP inh | NadD inh | DNMT1 block | Tb MetRS inh | CendR NRP1 mod | Neddyl block | STEP inh
CCOc1ccc(NC(=O)CSc2nnc(Cn3cnc([N+](=O)[O-])n3)n2CC)cc1 | -12 | -9 | -13 | -1.7 | 0 | 1 | -0.6 | -3 | i | -1
COc1ccccc1NC(=O)CSc1nnc(Cc2cccn2C)n1CCc1ccccc1 | 20 | 6 | 0 | -0.2 | 12 | -8 | -0.5 | -2 | i | 5
Cc1cc2c(cc1S(=O)(=O)NCc1ccc(Cl)cc1)OCC(=O)N2 | -19 | -20 | 1 | -0.9 | -6 | -2 | 3.8 | -12 | i | -3

Copied from the list.
Scp1 inh with COc1ccccc1NC(=O)CSc1nnc(Cc2cccn2C)n1CCc1ccccc1 = 6
SUMO1-SIM PPI with CN(Cc1ccccn1)C(=O)CC1C(=O)NCCN1Cc1cccc(Oc2ccccc2)c1 (stereo not drawn) = -3
Tb MetRS inh with COc1cccc(NC(=O)CSCC(=O)Nc2ccccc2)c1 = 6.1*
NadD inh with Cc1cccn2c(=O)c(C(=O)NCCCN3CCCCC3C)c(O)nc12 (stereo not drawn) = -3
SKN-1 block with Cc1ccc(NC(=O)/C(=C/c2cccc([N+](=O)[O-])c2)NC(=O)C2CCCCC2)c(C)c1 = 14
SUMO1-SIM PPI with CCCn1nc(NC(=O)c2ccco2)c2cc3ccc(C)cc3nc21 = -8
DNMT1 block with Cc1nn(C(C)C(=O)NC2C(=O)N3C(C(=O)O)=C(CSc4nnnn4C)CSC23)cc1Cl (stereo not drawn) = 10

Further compounds.
SMILES | SKN-1 block | Scp1 inh | SUMO1-SIM PPI | LMPTP inh | NadD inh | DNMT1 block | Tb MetRS inh | CendR NRP1 mod | Neddyl block | STEP inh
O=C(Nc1cccc(NC(=O)C2CCCO2)c1)C1CCCO1 (stereo not drawn) | -10 | 56* | 1 | -1.8 | -7 | 0 | -0.7 | -8 | i | -2
O=C(O)CCCC(=O)OCCc1cc2ccccc2c(=O)o1 | 0 | -2 | 4 | -1.2 | -4 | 6 | 0.1 | 10 | i | -1
COc1ccc(NC(=O)c2cccc(-c3ccc(O)cc3)c2)cn1 | 2 | -4 | -2 | 1.0 | 4 | -2 | 0.2 | 41* | i | -5
CC1CC(=O)NC(=O)N1Cc1ccccc1 (stereo not drawn) | 16 | -5 | 1 | -1.9 | 1 | 3 | -0.3 | -9 | i | 2
CCOc1ccc(NC(=O)CN(C)c2ccc(S(=O)(=O)N(C(C)C)C(C)C)cn2)cc1OCC | -9 | -1 | 3 | -0.7 | -3 | -8 | -1.8 | 1 | i | -6
NC(=O)SC/C(=N\S(=O)(=O)c1ccccc1)Nc1ccccc1 | 15 | -6 | 1 | -1.7 | 0 | 2 | -0.1 | 0 | i | -6
CCc1ccc(NC(=O)CCc2ccc(CC)o2)cc1 | 20 | -2 | 3 | 2.3 | -3 | -1 | -0.6 | 7 | i | 2
Cc1ccc(OCCOCCN2CCCCC2)c([N+](=O)[O-])c1 | 1 | -7 | 0 | -2.5 | 0 | 1 | -0.1 | 2 | i | -1
O=C(CN1C(=O)C2C3C=CC(C3)C2C1=O)Nc1cccc2c1CCCC2 (stereo not drawn) | 0 | 7 | 2 | -0.7 | -2 | -4 | -1.5 | -2 | i | -3
CCOC(=O)c1cccc(S(=O)(=O)N2CCOCC2)c1 | 11 | -3 | -6 | -0.3 | 1 | 1 | -0.4 | 11 | i | -1
CCCCn1c(N)c(N(CC(C)C)C(=O)CC2CCCC2)c(=O)[nH]c1=O | 5 | -6 | 1 | 0.6 | 4 | 2 | -0.4 | -1 | i | -1
Cc1ccccc1CNS(=O)(=O)c1ccc2c(c1)C(C)(C)C(=O)N2C | -25 | 0 | 6 | -0.9 | -3 | 2 | -0.2 | 2 | i | 0
